Screening results as filed in PubChem.
bCat nuc transl = modulators of beta-catenin nuclear translocation, primary screen, imaging, HeLa cells, immunofluorescence, high-content. AID 1665, 2009. 190,000 compounds, 0.3% hits. nuclear translocation activity, % at 5 µM;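 active = nuclear translocation activity above 50% at 5 µM, with a well cell count of 50 or more; inconclusive = wells under 50 cells across six images, flagged as toxic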;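 note: per-cell ratio of nuclear to cytoplasmic median beta-catenin stain intensity; plate controls were DMSO negative control for no effect and GSK-3 inhibitor IX positive control for full effect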
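Signal – beta-catenin immunofluorescence imaging with DAPI · Test system – human HeLa cell line · Dosing – 5 µM primary single dose, 0.1% DMSO, 0.02–20 µM confirmation series · Measure – % activation, nuclear-to-cytoplasmic median beta-catenin signal ratio per cell · Incubation – 24 h compound exposure at 37°C, 5% CO2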
Insulin prom up = insulin promoter activators in MIN6 cells, imaging, high-content screening, mouse beta cells. z-score at 5 µM. 190,000 compounds, 0.3% hits. MIN6 insulin promoter-GFP reporter; active compounds read high;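 active = z-score above 3 at 5 µM with at least 500 cells counted in the well; inconclusive = wells under 500 cells, flagged as cytotoxic or low count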
P. falciparum M17LAP = P. falciparum M17LAP inhibitors, primary screen, biochemical, fluorogenic H-Leu-NHMec substrate, 1536-well (AID 1619). one-dose inhibition, % at 30 µM; IC50 in µM for titrated hits. 220,000 compounds, 0.38% hits. recombinant M17LAP, H-Leu-NHMec fluorogenic kinetic assay; higher % means a stronger effect;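 active = compound inhibiting the enzyme by more than half at any dose during confirmatory dose-response retesting; inconclusive = strong single-dose inhibitors picked by rank but not retested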;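 note: plate controls were full reaction with DMSO carrier for no effect and no enzyme background for full effect; strong numbers were not always called active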
Dynein transport = inhibitors of GR-EGFP nuclear translocation, primary screen, dynein cargo transport inhibitor project, imaging, high-content, 3617.4 mouse cells | z-score, hits read low | 220,000 compounds, 0.47% hits | test concentration mostly 20 µM; stimulated with dexamethasone, 1 µM; active compounds read low;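 active = plate z-score of nuclear minus cytoplasmic receptor signal below a set negative limit, without overly bright fluorescence or cell loss, cut at about -3.5 in these data, passing the limit was not always enough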;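 note: z-score of nuclear minus cytoplasmic ring GR-EGFP intensity difference per well; some compounds called inactive have numbers as strong as hits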
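Buffer or medium – tet-free medium with charcoal-stripped serum · Signal – automated 10x imaging of fixed Hoechst-stained cells · Also added – dexamethasone agonist, 1.0 µM final, for 30 min · Incubation – induction 48 h, compound 1 h, agonist 30 min · Read-out – GR-EGFP nuclear translocation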
NOD1 inhibition = NOD1 signaling inhibitors, primary screen, cell-based, luminescence, uHTS (AID 1578); NOD1-driven NF-kB luciferase reporter cells, luminescence; higher % means a stronger effect; one-dose inhibition, % at 4 µM; EC50 in µM for titrated hits; 290,000 compounds, 1% hits; in the data active = inhibition mostly above about 36%, no sharp cut-off; inactive = mostly below about 34%;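 note: HEK-293T reporter cells stimulated with the NOD1 agonist gamma-tri-DAP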
HEK293 NOD2/NF-kB = NOD2 signaling inhibitors, cell-based, luminescence, uHTS, HEK293 (AID 1566) | HEK293 NOD2/NF-kB luciferase reporter, luminescence; higher % means a stronger effect | one-dose inhibition, % at 4 µM; EC50 in µM for titrated hits | 290,000 compounds, 0.63% hits; in the data active = inhibition above about 50%; note: many of its hits are not listed in these tables
MT stabilize HCS = microtubule stabilizers in HeLa cells, primary screen, imaging, high-content imaging | 200,000 compounds, 0.83% hits | % tubulin-high responders, % at 10 µM | HeLa tubulin immunostaining HCS, 24 h; share of cells brighter than vehicle mean+2SD;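 active = plate Z-score above 3 for both tubulin-high and condensed-nucleus cell shares, with cell loss under 80%, at 10 µM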;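 note: anti alpha tubulin signal scored within the nucleus-defined area of each cell; some results filed as inactive read as strong as hits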
Autophagy mod = autophagy modulators in MEF cells, primary screen, imaging, high-content, MEF GFP-LC3; 190,000 compounds, 0.98% hits; calls only at 10 µM (by protocol); MEF GFP-LC3 puncta imaging; test concentration mostly 10 µM;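 active = percentage of spot-positive cells more than 3 SD above its plate mean, without a fluorescence outlier flag or 80% toxicity; inconclusive = no clear call, values can overlap the other calls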;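 note: spot-positive cell cutoff set from DMSO-treated cells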
Yfh1-off respiration = enhancers of respiration in Yfh1-depleted yeast, dose response, Friedreich's ataxia, plus single-dose screen (AID 1465); S. cerevisiae Yfh1-off respiration, WST-1 reduction, 72 h; higher fold induction means a stronger effect; fold induction at 50 µM; hits with a dose series show EC50 in µM; 220,000 compounds, 0.074% hits;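 active = fold induction of absorbance versus untreated yeast above a set limit, then at least 30% activation at any dose in follow-up; inconclusive = repeats straddling the limit, or above it without dose testing; inactive = fold induction below the set limit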;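 note: activators that raise dye reduction in frataxin-depleted yeast; strong numbers were not always called active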
Dynein transport cytoplasmic EGFP = further read-out of Dynein transport, marked with its call; z-score; measured here: cytoplasmic GR-EGFP intensity; active compounds read high
Dynein transport nuclear GR-EGFP = further read-out of Dynein transport, marked with its call; z-score; measured here: nuclear GR-EGFP intensity;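 lower value marks the stronger effect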
Dynein transport cell count = further read-out of Dynein transport, marked with its call; z-score; measured here: cell count per field
Insulin prom up cell count = recorded beside Insulin prom up, whose call it bears; cell count; measured here: cytotoxicity, nuclei count;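 total cells summed across four imaged fields per well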
bCat nuc transl cell count 5 µM = second read-out of bCat nuc transl, no call of its own (marks repeat the call); cell count; measured here: cell count, cytotoxicity flag
MT stabilize HCS Hoechst-high % = further read-out of MT stabilize HCS, marked with its call; % Hoechst-high responders; measured here: nuclear condensation Hoechst responders;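 share of cells brighter than vehicle mean plus two SD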
MT stabilize HCS cytotoxicity % = further read-out of MT stabilize HCS, marked with its call; toxicity, %; measured here: cytotoxicity by cell density;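 0% = mean cell density of plate MIN control wells and 100% = no cells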
Autophagy mod cell loss 18 h = recorded beside Autophagy mod, whose call it bears; toxicity, %; measured here: cell loss, nuclei count;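 cell loss after 18 h compound exposure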
Active calls of the source: *; i = inactive; ? = inconclusive; · = no result given. A portion of the library; rates above refer to the full screens.

SMILES	bCat nuc transl	bCat nuc transl cell count 5 µM	Insulin prom up	Insulin prom up cell count	P. falciparum M17LAP	Dynein transport	Dynein transport cytoplasmic EGFP	Dynein transport nuclear GR-EGFP	Dynein transport cell count	NOD1 inhibition	HEK293 NOD2/NF-kB	MT stabilize HCS	MT stabilize HCS Hoechst-high %	MT stabilize HCS cytotoxicity %	Autophagy mod	Autophagy mod cell loss 18 h	Yfh1-off respiration
CCc1c(C)nc(SCC(=O)Nc2cccc(Br)c2)[nH]c1=O	0.7	863	0.88	1277	9%	0.33	-0.2	-0.52	0.28	14%	2%	2.0	1.4	9.0	i	5	i
COC(=O)c1ccc(NC(=O)C(=O)N2CCN(C(=S)Nc3ccc(C)cc3)CC2)cc1	-1.4	1135	0.2	1400	-2%	-0.56	-0.21	-0.022	1.1	-25%	14%	2.5	2.7	7.3	i	6	i
COCCNCC(=O)Nc1ccc(OC(F)(F)F)cc1	-3.1	1112	-0.08	1227	14%	-0.5	-0.18	-0.27	0.53	-35%	7%	2.0	3.1	1.8	i	-4	i
CN1CCN(S(=O)(=O)c2ccc(Sc3nnnn3-c3ccccc3)c([N+](=O)[O-])c2)CC1	6.2	768	·	·	-20%	-3.5*	1.3*	-2*	0.69*	94%*	37%	7.2	8.2	9.6	i	14	i
COc1ccc(NC(=O)C2CCCN(S(=O)(=O)c3cccnc3)C2)cc1OC (stereo not given)	1.4	1244	0.71	1084	22%	-0.2	-0.15	-0.13	-0.14	0%	4%	·	·	·	·	·	i
CN1CCC(N(C)C(=O)c2cc(=O)c3ccccc3o2)CC1	-7.9	1173	0.35	1253	6%	1.9	0.004	1.5	-2.4	-34%	10%	3.3	2.0	6.2	i	-6	i
Cc1csc(=NC(=O)c2ccccc2)n1CCO	-3.2	1195	-1.6	845	20%	0.11	-0.26	0.72	0.46	-9%	9%	1.8	1.5	5.9	i	-4	i
CC(=O)c1cnc2cc(-c3ccc(Cl)cc3)nn2c1C	·	·	-1.3	727	2%	0.014	-0.39	-0.24	0.85	-42%	-47%	2.0	1.3	8.6	i	-8	i
C/C(CC(=O)NC1CCCC1)=N\NC(=O)C1CCCCC1	1.6	1029	0.1	1377	-12%	-0.23	-0.24	-0.034	0.77	-21%	-6%	2.1	2.8	6.8	i	2	i
CCN(CC)CCN1C(=O)C(=O)/C(=C(/O)c2ccc(C)cc2)C1c1ccncc1 (stereo not given)	·	·	0.68	1207	-1%	1.5	-0.27	1.5	-1.1	2%	2%	3.1	0.8	18	i	3	i
COCCNc1cc(C)nc2ccccc12	-0.7	1235	-0.45	1648	-5%	0.65	-0.42	0.033	0.68	18%	18%	2.5	2.3	14	i	10	i
CC(=O)Nc1ccc(SCC(=O)c2cc(C)n(-c3ccccc3)c2C)cc1	-1.7	1184	-0.97	1446	-1%	-0.53	-0.24	-0.22	0.18	63%	35%	5.6	2.5	9.0	i	10	i
COc1cc(CNCc2ccccn2)ccc1OCc1c(Cl)cccc1Cl	1.3	1415	?	·	8%	-0.12	-0.18	0.38	1.5	·	26%	5.1	2.6	6.0	i	19	i
Cc1ccc(C(=O)NCCc2csc(-c3cccnc3)n2)cc1	-1.4	1136	-0.05	2198	3%	-1.3	-0.19	-0.54	0.7	-15%	-9%	8.4	3.5	3.4	i	7	i
COc1ccc(CN(C)C(=O)c2cnc(OC)cc2C(F)(F)F)c(OC)c1	-3.1	1133	0.3	1402	-5%	-0.41	-0.26	-0.44	0.64	1%	11%	·	·	·	·	·	i
COc1ccc(C(=O)Nc2ccccc2C(=O)NC(C(=O)NCc2ccco2)C(C)C)cc1 (stereo not given)	4.3	1372	0.01	1463	-10%	4.4	0.13	3.2	-1.5	-21%	6%	7.6	3.5	5.8	i	4	i
CCOC(=O)c1[nH]c2ccc(OC)cc2c1NS(=O)(=O)c1ccc(Cl)s1	-5.6	607	-5	614	-3%	-0.51	-0.27	0.6	0.016	-5%	6%	4.2	2.6	1.2	i	35	i
C/C(CC(=O)Nc1ccc2c(c1)OCO2)=N\NC(=O)c1ccc(N)cc1	1.0	1267	0.08	1087	-4%	-1.3	-0.26	-0.041	0.57	3%	13%	·	·	·	·	·	i
Cc1ccc(C)c(S(=O)(=O)n2cnc3ccccc32)c1	·	·	0.93	1266	1%	0.032	-0.27	0.32	0.058	-11%	6%	2.8	1.9	6.5	i	-3	i
O=C(/C=C/c1ccco1)N1CCN(C/C=C/c2ccccc2)CC1	0.7	1085	0.58	1554	7%	-0.82	-0.29	-0.69	0.83	-22%	12%	5.2	2.9	9.8	i	9	i
O=C(NCc1nc(-c2ccc(C(F)(F)F)cc2)no1)Nc1ccc(OC(F)(F)F)cc1	1.2	1270	0.01	1067	5%	1.1	0.1	1	-0.62	5%	3%	·	·	·	·	·	i
CCOC(=O)CC1C(=O)NCCN1c1nc2c(C)cccn2c(=O)c1/C=C1\SC(=S)N(C(C)CC)C1=O (stereo not given)	2.2	1312	·	·	12%	-2.4	9.8	0.61	0.31	35%*	49%	·	·	·	·	·	i
CC(C)N1C[C@@]23C=C[C@@H](O2)C(C(=O)OCc2ccccc2)[C@H]3C1=O (stereo not given in full)	-2.1	1165	0.52	1070	-11%	-0.062	-0.16	0.57	-0.36	-15%	-2%	4.8	2.2	9.7	i	10	i
Cc1ccsc1C(=O)Nc1cccc(S(=O)(=O)N(C)C)c1	-3.3	563	0.21	1197	12%	-0.6	-0.32	-0.7	0.72	-9%	7%	2.1	3.1	5.7	i	4	i
COCCN(C(=O)CCC(=O)Nc1cc(C)on1)C(C(=O)NC1CCCC1)c1ccccc1C (stereo not given)	-0.1	1006	-1	1381	9%	0.15	-0.34	0.41	0.48	-14%	15%	2.3	1.6	5.9	i	-8	i
COc1ccc(C(=O)NCCn2ccc3ccccc32)cc1OC	0.4	1068	-0.86	1851	-1%	1.5	-0.22	0.83	0.034	-37%	-13%	5.0	1.4	5.9	i	8	i
CCSc1nnc(CNc2ccc(C)cc2)n1C	-1.5	540	0.24	1272	6%	-0.48	-0.27	0.33	0.48	-21%	3%	2.7	2.1	7.9	i	7	i
Cn1cc(Br)c(-c2cccc(N3C(=O)CCCC3=O)c2)n1	-0.1	1350	·	·	0%	1.6	-0.26	0.62	-0.67	-6%	10%	·	·	·	·	·	i
CCOC(=O)C1(CCc2ccccc2)CCN(Cc2cccc3nccnc23)CC1	0.1	1016	-0.44	1448	8%	-0.24	-0.2	0.19	0.59	30%	5%	·	·	·	i	-12	i
CCN(CCCCN1C(=O)c2ccccc2C1=O)c1ccc2c(c1)C(=O)N(C)C2=O	-0.7	1128	-3.5	762	-5%	-0.4	-0.16	0.04	-0.3	4%	-22%	2.9	2.7	7.2	i	3	i
CCc1ccc(OCc2nnc(SCCN3CCOCC3)n2C)cc1	-3.1	829	-0.28	1127	22%	-0.37	-0.23	-0.29	0.39	-10%	2%	2.0	1.2	1.5	i	3	i
CCCC12CN3CC(C)(CN(C1)C3c1ccc([N+](=O)[O-])o1)C2=O (stereo not given)	-2.1	1159	0.06	1343	7%	-0.093	-0.19	-0.022	0.8	-7%	17%	·	·	·	·	·	i
CCn1c(SCc2nc(-c3ccc(OC)c(OC)c3)no2)nnc1-c1cccs1	0.5	977	-0.49	1451	1%	-0.54	-0.23	-0.11	0.24	-4%	14%	6.8	2.8	0.2	i	5	i
Cc1nc2ncnn2c(N2CCN(C(=O)c3cccc(F)c3)CC2)c1C	-1.9	1213	0.33	1261	6%	-0.51	-0.27	-0.26	0.44	-23%	12%	3.7	2.4	6.8	i	21	i
O=C(CN1CCN(c2ccc([N+](=O)[O-])cc2)CC1)Nc1nccs1	2.1	964	-0.23	1248	-3%	-0.46	-0.24	-0.65	0.78	11%	3%	1.3	2.9	6.9	i	-10	i
Cc1ccc(N2C(=O)CC(NNc3nc4ccccc4s3)C2=O)cc1C (stereo not given)	-0.9	927	0.2	1376	-14%	0.53	-0.28	-0.014	0.079	0%	0%	2.9	2.3	5.2	i	3	i
Cc1ccc(S(=O)(=O)N(CC(=O)N2CCCCC2)c2cccc(C)c2)cc1	2.2	518	·	·	-2%	-1	-0.13	-0.34	1.2	-18%	1%	2.9	2.8	3.4	i	-7	i
CCn1c2ccccc2c2cc(/C=N/n3cn[nH]c3=S)ccc21	0.1	1276	-0.59	1519	-8%	-0.41	1	-0.66	-4.2	5%	5%	1.6	1.8	4.5	i	-1	i
COc1cc(OC)cc(-c2nnc(Nc3nc4c(F)cccc4s3)o2)c1	-2.0	919	0.85	1028	4%	0.41	-0.23	0.93	0.85	21%	-121%	2.0	1.8	10	i	-3	i
CCOc1ccccc1N1CCN(C(=S)NCc2ccco2)CC1	-0.7	1016	-0.14	1510	-1%	-0.21	-0.15	0.11	-0.23	-1%	-3%	5.0	3.3	3.6	i	39	i
